G9a block = inhibitors of human histone lysine methyltransferase G9a; Q96KQ7; G9a H3K9 monomethylation, AlphaScreen, 2 h; Potency, µM (titrated, usually from 102 µM), inactives show at the top dose activity, negative = inhibition, actives largely listed as inhibitors; 350,000 tested, 8.8% active; AID 504332; also: % is scaled to controls: 0 for no effect and ±100 for the full control effect; nearly all actives have a fitted effect of over 75% in size
Target sequence (Q96KQ7 913-1193 limits assumed): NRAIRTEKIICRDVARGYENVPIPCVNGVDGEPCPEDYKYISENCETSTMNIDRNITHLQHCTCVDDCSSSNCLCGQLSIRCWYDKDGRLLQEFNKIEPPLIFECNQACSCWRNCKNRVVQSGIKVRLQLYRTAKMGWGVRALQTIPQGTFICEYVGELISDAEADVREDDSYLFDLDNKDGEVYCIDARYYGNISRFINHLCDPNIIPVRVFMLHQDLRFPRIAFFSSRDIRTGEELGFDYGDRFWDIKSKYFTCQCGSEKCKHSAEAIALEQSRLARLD
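G9a (20 nM) was preincubated 15 min with compound, then reacted 2 h at room temperature with 500 nM biotin-H3K9 peptide and 20 µM SAM. Monomethyl-H3K9 detected by AlphaScreen using anti-H3K9me1 antibody.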
Pol beta inh = DNA polymerase beta (human) inhibition; AID 485314; Potency, µM (highest dose often 114 µM), inactives show top-dose activity change, negative = inhibition, usual class: inhibitors; 340,000 tested, 1.3% active; Pol beta primer extension/strand displacement, fluorescence kinetic; P06746; also: % is scaled to controls: 0 for no effect and ±100 for the full control effect
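Pol beta (10 nM) was preincubated with compound for 15 min at room temperature. The reaction was then started with 50 nM substrate and read immediately and after a further 10 min at room temperature.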
APE1 inh = blocks human APE1 abasic DNA cleavage | P27695 | recombinant APE1, TAMRA/BHQ-2 abasic DNA cleavage fluorescence | Potency, µM (doses to about 65.8 µM), without a hit: at the top dose activity change, negative = inhibition, usual class: inhibitors | 350,000 tested, 0.35% active;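 also: plate controls were vehicle for no effect and reference inhibitor for full effect; nearly all actives have a fitted effect of over 55% in size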
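Readout is kinetic fluorescence (ex 525, em 598 nm) from cleavage of 50 nM TAMRA/BHQ-2 THF abasic duplex by 0.75 nM APE1, compound added 15 min beforehand at RT.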
JMJD2A Tudor inh = blocks the human JMJD2A Tudor domain; O75164; AlphaScreen JMJD2A-Tudor / H3K4me3 peptide binding; Potency, µM (titrated, usually from 114 µM), for inactives: top-dose activity change, negative = inhibition, usual class: inhibitors; 390,000 tested, 4.4% active; AID 504339; also: % is scaled to controls: 0 for no effect and ±100 for the full control effect; nearly all actives have a fitted effect of over 50% in size
Pol eta inh = blocks human DNA polymerase eta activity. Q9Y253. recombinant Pol eta, fluorescent DNA replication assay. Potency, µM (highest dose often 114 µM), without a hit: top-dose activity change, negative = inhibition, usual class: inhibitors. 390,000 tested, 1.2% active. AID 588591; also: % is scaled to controls: 0 for no effect and ±100 for the full control effect
Target sequence (Q9Y253 whole entry, looked up): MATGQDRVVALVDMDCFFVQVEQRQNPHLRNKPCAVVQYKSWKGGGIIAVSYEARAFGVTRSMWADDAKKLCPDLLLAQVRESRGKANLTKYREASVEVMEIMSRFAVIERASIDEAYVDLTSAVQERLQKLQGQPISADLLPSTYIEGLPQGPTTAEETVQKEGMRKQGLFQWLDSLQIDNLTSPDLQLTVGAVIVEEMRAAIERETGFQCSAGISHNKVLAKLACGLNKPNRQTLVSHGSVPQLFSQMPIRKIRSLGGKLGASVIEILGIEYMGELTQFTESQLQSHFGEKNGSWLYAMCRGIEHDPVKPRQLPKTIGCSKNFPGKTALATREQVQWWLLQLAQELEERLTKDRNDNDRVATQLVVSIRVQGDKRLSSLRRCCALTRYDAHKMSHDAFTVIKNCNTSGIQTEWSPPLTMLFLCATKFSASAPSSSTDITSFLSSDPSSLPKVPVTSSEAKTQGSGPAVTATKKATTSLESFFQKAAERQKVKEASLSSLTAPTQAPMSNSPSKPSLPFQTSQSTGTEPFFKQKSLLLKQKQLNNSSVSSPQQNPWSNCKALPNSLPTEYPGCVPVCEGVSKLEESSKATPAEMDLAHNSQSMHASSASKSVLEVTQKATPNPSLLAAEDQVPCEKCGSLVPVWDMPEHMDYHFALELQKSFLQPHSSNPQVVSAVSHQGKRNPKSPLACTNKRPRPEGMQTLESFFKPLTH
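Fluorescent replication assay: 50 nM final substrate added after a 15 min room-temperature compound preincubation with 10 nM enzyme. Signal taken at 0 min and again at 10 min.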
BAZ2B inh = inhibitors of human BAZ2B bromodomain. AlphaScreen BAZ2B-H3K14Ac peptide displacement. AID 504333. 360,000 tested, 4.4% active. Potency, µM (titrated, usually from 114 µM), without a hit: top-dose activity change, negative = inhibition, usual class: inhibitors; also: % is scaled to controls: 0 for no effect and ±100 for the full control effect; nearly all actives have a fitted effect of over 60% in size
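Protein-peptide AlphaScreen: BAZ2B 50 nM, b-H3K14Ac 50 nM, 1x PBS pH 7.4 + 0.01% Tween-20. Preincubation 30 min RT; cpd 30 min RT (top 110 uM); beads 20 min RT, light-protected.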
BLM inh = inhibitors of human Bloom syndrome helicase BLM; P54132; recombinant BLM DNA unwinding, fluorescence dequenching; Potency, µM (highest dose often 56.1 µM), for inactives: at the highest dose activity change, negative = inhibition, usual class: inhibitors; 350,000 tested, 0.2% active;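 also: plate controls were vehicle for no effect and no enzyme for full effect; nearly all actives have a fitted effect of over 35% in size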
POLK inh = blocks human DNA polymerase kappa activity | purified Pol kappa, fluorescent DNA synthesis assay, 10 min | Potency, µM (doses to about 107 µM), for inactives: top-dose activity, negative = inhibition, usual class: inhibitors | 400,000 tested, 0.53% active | Q9UBT6; also: % is scaled to controls: 0 for no effect and ±100 for the full control effect
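Activity was followed as the change in fluorescence between reads at 0 and 10 min after starting the reaction with 50 nM substrate. Beforehand, 10 nM polymerase had been preincubated with compound for 15 min at room temperature.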
POLI inh = DNA polymerase iota (human) inhibition; Q9UNA4; Pol iota fluorescent replication assay, 10 min; Potency, µM (doses to about 115 µM), for the others: top-dose activity, negative = inhibition, most hits filed as inhibitors; 390,000 tested, 1% active; AID 588590
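Fluorescent replication assay read twice, at 0 min and 10 min after adding 50 nM (final) substrate. Enzyme (10 nM) and compounds were first incubated 15 min at room temperature; enzyme-free buffer wells were negative controls.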
Numbers without * were called inactive; ? = inconclusive; . = not tested or not shown; [ ] = dose if it differs, or a comment. Calls follow the shape of the dose curve; as a rule, active = well fitted curve in the direction sought with a large enough effect; inconclusive = small, poorly fitted or top-dose-only effect, or another doubt; inactive = no such curve, though single readings can be large; an effect the other way counts as inactive or inconclusive. Potency is read from the fitted curve at half-maximal effect. This is a subset; count on the stated rates, not on these rows.

G9a block	Pol beta inh	APE1 inh	JMJD2A Tudor inh	Pol eta inh	BAZ2B inh	BLM inh	POLK inh	POLI inh	Compound
-22%[12.7 µM]	.	15%	-22%	-1%	5%	.	-11%	-9%	CC1CCc2c(sc(NC(=O)C3=COCCO3)c2C(N)=O)C1 (configuration not stated)
-1%[12.7 µM]	10%	.	-2%	-6%	-12%	-3%	-11%[60.1 µM]	12%	O=C(Cn1c(=O)nc(-c2ccccc2F)c2cc(Cl)ccc21)Nc1ccccc1C(F)(F)F
-30%[59 µM]	?	0%	-24%	-14%	-1%	3%	-5%	3%	Cc1ccc(C)c(CSc2nnc(CCN)o2)c1
8%	1%	30%	41%[activator]	-11%	-30%	0%	-6%	-28%	Cc1ccc(C(=O)C(C)OC(=O)c2nc(Cl)ccc2Cl)cc1 (configuration not stated)
-38%	-20%	1%	-14%	-12%	-13%	1%	-11%	39%[activator]	COc1ccc(/C=C(/NC(=O)c2ccccc2Cl)C(=O)O)cc1
-2%	0%	14%	8%	-19%	5%	2%	-25%	103%[activator]	CCc1ccc(N(C(=O)CNC(=O)c2ccco2)C(C(=O)NC2CCCC2)c2ccncc2)cc1 (configuration not stated)
?	30%	17%	?	-4%	-38%	-3%	-6%	?	CCOc1ccc(/C(O)=C2/C(=O)C(=O)N(c3cc(C)on3)C2c2ccc(C(=O)OC)cc2)cc1 (configuration not stated)
-8%	.	26%	5%	-10%	-1%	.	-2%	22%	CN(C(=O)CSc1nc2ccccc2o1)C1CCCCC1
-7%[59 µM]	?	?	?	?	5%	-10%	-24%	100µM*	Cn1c(SCC(=O)NCc2ccco2)nnc1-c1ccc(S(=O)(=O)N2CCOCC2)cc1
-4%[59 µM]	-4%	-3%	-21%	-10%	0%	2%	-6%	-27%	CCOC(=O)N1CCC(c2cc(=O)n3[nH]c(C)c(-c4ccc(F)cc4)c3n2)CC1
11%[59 µM]	-1%	.	-17%	-11%	5%	1%	-13%[60.1 µM]	1%	O=C(NCCc1csc2nc(-c3ccc(F)cc3)nn12)c1ccco1
6%[59 µM]	10%	.	-22%	-22%	.	0%	-3%	28%	COc1ccccc1CNC(=O)c1cn(C)c2ccc(S(=O)(=O)N(C)C3CCCCC3)cc2c1=O
-1%	.	8%	-6%	-14%	-5%	.	0%	-2%	O=C(CSc1nnc(Cc2ccccc2)c(=O)[nH]1)Nc1ccccc1
10%	33%	13%	-13%	-20%	?	3%	-6%	22%	CCOC(=O)C(=O)Nc1ccc([N+](=O)[O-])cc1OC
.	4%	10%	-11%	1%	-20%	1%	-7%	-3%	NC(=O)c1cccnc1Oc1ccc(Cl)cc1
.	.	.	?	-15%	.	.	-1%	-20%	CC(=O)NC(Cc1c[nH]c2ccccc12)C(=O)OCC(=O)N1CCN(S(=O)(=O)c2ccc(Cl)cc2)CC1 (configuration not stated)
24%[12.7 µM]	29%	-3%	23%	-11%	4%	0%	-16%	13%	COC(=O)C1=CNC=C(C(=O)OC)C1c1ccccc1Cl
-6%	-2%	-5%	-2%	-8%	-18%	1%	-2%	-9%	CN(CCC#N)CC(=O)Nc1ccc(NC(=O)CN(C)CCC#N)cc1
1%[59 µM]	0%	.	6%	-21%	-2%	-3%	-4%	12%	CN(c1ccc(F)cc1)S(=O)(=O)N1CCCC(C(=O)NCc2ccccc2Cl)C1 (configuration not stated)
-1%[59 µM]	1%	.	-3%	-4%	0%	-4%	-3%	-13%	O=C(Nc1cccc(Cl)c1)c1ccc2c(c1)CCN2S(=O)(=O)c1ccccc1
-2%	41%	8%	-9%	-9%	-14%	-5%	-1%	-12%	CC(=O)Nc1ccc(NC(=O)C2CCN(C(=O)C3CC(=O)N(c4ccc(C)cc4)C3)CC2)cc1 (configuration not stated)
?	.	8%	-3%	-19%	8%	.	-11%	45%[activator]	CCCCn1c(N)c(N(CCC(C)C)C(=O)c2ccccc2-n2cnnn2)c(=O)[nH]c1=O
9%	-4%	-1%	-8%	-8%	-6%	-2%	-7%	170%[activator]	Cc1ccc(C)c(C(=O)CN2Cc3ccccc3C2=O)c1
-2%[59 µM]	1%	-1%	-11%	-12%	.	-1%	-16%	30%	Cc1ccc(-c2nnc(SCC(=O)Nc3nc4c(s3)CCCC4)n2C)cc1
10%[12.7 µM]	.	30%	1%	-5%	-24%	.	1%	-2%	Cc1nn(-c2ccccc2)c(Cl)c1C(=O)NNC(=O)c1ccncc1

Some of the entries so far, with values under each structure:
The line under a structure holds: G9a block, Pol beta inh, APE1 inh, JMJD2A Tudor inh, Pol eta inh, BAZ2B inh, BLM inh, POLK inh, POLI inh
CC(=O)NC(Cc1c[nH]c2ccccc12)C(=O)OCC(=O)N1CCN(S(=O)(=O)c2ccc(Cl)cc2)CC1 (configuration not stated)
  ., ., ., ?, -15%, ., ., -1%, -20%
CCOc1ccc(/C(O)=C2/C(=O)C(=O)N(c3cc(C)on3)C2c2ccc(C(=O)OC)cc2)cc1 (configuration not stated)
  ?, 30%, 17%, ?, -4%, -38%, -3%, -6%, ?
CCOC(=O)C(=O)Nc1ccc([N+](=O)[O-])cc1OC
  10%, 33%, 13%, -13%, -20%, ?, 3%, -6%, 22%
CC1CCc2c(sc(NC(=O)C3=COCCO3)c2C(N)=O)C1 (configuration not stated)
  -22%[12.7 µM], ., 15%, -22%, -1%, 5%, ., -11%, -9%

Returning to the listing, starting 5 compounds before the break.
G9a block	Pol beta inh	APE1 inh	JMJD2A Tudor inh	Pol eta inh	BAZ2B inh	BLM inh	POLK inh	POLI inh	Compound
-2%	41%	8%	-9%	-9%	-14%	-5%	-1%	-12%	CC(=O)Nc1ccc(NC(=O)C2CCN(C(=O)C3CC(=O)N(c4ccc(C)cc4)C3)CC2)cc1 (configuration not stated)
?	.	8%	-3%	-19%	8%	.	-11%	45%[activator]	CCCCn1c(N)c(N(CCC(C)C)C(=O)c2ccccc2-n2cnnn2)c(=O)[nH]c1=O
9%	-4%	-1%	-8%	-8%	-6%	-2%	-7%	170%[activator]	Cc1ccc(C)c(C(=O)CN2Cc3ccccc3C2=O)c1
-2%[59 µM]	1%	-1%	-11%	-12%	.	-1%	-16%	30%	Cc1ccc(-c2nnc(SCC(=O)Nc3nc4c(s3)CCCC4)n2C)cc1
10%[12.7 µM]	.	30%	1%	-5%	-24%	.	1%	-2%	Cc1nn(-c2ccccc2)c(Cl)c1C(=O)NNC(=O)c1ccncc1
13%[59 µM]	-5%	1%	9%	-20%	-15%	-1%	-3%	161%[activator]	Cc1cccc(C)c1NC(=O)CNc1ncnc2sc(C)c(C)c12
?	6%	-3%	-19%	-3%	-4%	-4%	-19%	11%	CC1(C)CC(=O)C2=C(C1)OC(N)=C(C#N)C2c1ccccc1[N+](=O)[O-] (configuration not stated)
-9%	3%	0%	-15%	-17%	-8%	0%	6%	9%	C=CCOC(=O)/C(=C/c1cccnc1)NC(=O)c1ccccc1
-10%	9%	3%	-14%	-5%	-2%	-6%	0%	63%[activator]	O=C(NC1CCCc2c1cnn2-c1ccc(F)cc1F)c1cnccn1 (configuration not stated)
-15%[12.7 µM]	-10%	0%	-16%	1%	-5%	-1%	1%	8%	N#Cc1c2c(nc(N)c1-c1ccccc1)CCCCC2
14%	69%	8%	-29%	-4%	0%	-5%	-4%	78%[activator]	Cc1ccc(Cc2cnc(N3C(=N)SC(C)C3=O)s2)cc1 (configuration not stated)
-29%[59 µM]	11%	.	-16%	.	-2%	-6%	1%	4%	COc1ccccc1-c1nnc(SCC(N)=O)o1
2%	.	2%	-12%	0%	9%	.	-8%	0%	O=C(C1CCN(S(=O)(=O)c2ccccc2F)CC1)N1CCCC1
10%[59 µM]	-15%	.	-20%	-9%	-13%	1%	-12%	6%	COc1ccccc1N1CCN(C(=O)c2cc3c(=O)n(Cc4cccnc4)ccc3nc2C)CC1
7%[12.7 µM]	?	-2%	-34%	?	-14%	-8%	1%	25%	COc1cc2c(cc1OC)C(c1ccc3c(c1)OCO3)C1=C(CC(C)(C)CC1=O)N2 (configuration not stated)
12%[59 µM]	23%	0%	-13%	-2%	4%	-2%	-5%	-20%	Cc1cc(C)c([N+](=O)[O-])cc1NC(=O)CCSc1ccccc1Cl
-7%[59 µM]	2%	3%	-16%	-11%	-9%	-1%	-3%	12%	CC(=O)NCCC(=O)Nc1cccc(S(=O)(=O)N(C)c2ccccc2)c1
1%[59 µM]	-4%	20%	?	-18%	1%	-4%	-17%	6%	CC1(C)CC(=O)c2c(n(S(=O)(=O)c3ccccc3)c3ccc(NS(=O)(=O)c4ccccc4)cc23)C1
14%[59 µM]	-27%	.	-5%	-20%	5%	-2%	-7%	9%	O=C(COCc1cc(-c2cccs2)on1)Nc1ccc(OC(F)(F)F)cc1
16µM*	6%	-1%	?	-9%	?	-3%	-7%	5%	COC(=O)c1ccc(N2CCC(c3cc(-c4ccc(OC)cc4)n[nH]3)CC2)c([N+](=O)[O-])c1
-8%	.	-4%	-15%	-17%	10%	.	-15%	26%	CC(=O)c1ccccc1NC(=O)COC(=O)C1=NN(c2ccccc2)C(=O)CC1
17%	-22%	1%	7%[57.1 µM]	?	0%	-3%	-2%	-2%	O=C1N(c2cccc(Cl)c2)C(c2ccccc2)N2CCCN12 (configuration not stated)

Screens deposited in PubChem by National Center for Advancing Translational Sciences (NCATS).
